# GAA glycogen: inhibitors or activators of human alpha-glucosidase glycogen cleavage | recombinant GAA, glycogen substrate, Amplex Red glucose oxidase fluorescence | Potency, µM (series often up to 76.4 µM), inactives show at the highest dose activity change, negative = inhibition, actives largely listed as inhibitors | 300,000 tested, 0.38% active;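 note: potency is the fitted concentration of half-maximal effect; 0% = full enzyme reaction and -100% = no-enzyme basal signal; the screen sought inhibitors and activators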
#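 Recombinant human enzyme (4 nM); glycogen substrate; 37 C, 40 min, pH 5.0. Readout: coupled glucose oxidase/Amplex Red fluorescence.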
# HttQ103 aggreg: mutant huntingtin aggregation inhibition; PC12 HttQ103-GFP aggregates, Acumen cytometry, 40 h; 220,000 tested, 1.1% active; AID 1688; Potency, µM (series often up to 46.1 µM), for the others: at the top dose activity change, negative = inhibition, usual class: inhibitors; note: potency is the fitted concentration of half-maximal effect; % is set by controls: 0 for no effect and ±100 for the full control effect; nearly all actives have a fitted effect of over 60% in size
#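 PC12/HTTQ103-GFP, ecdysone-inducible; teb 100 nM; cpd qHTS titration; GFP aggregates read on laser cytometer, Ex 488/Em 500-530 nm.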
# LMNA splice mod: modulators of lamin A splicing; HeLa LMNA splicing GFP/RFP minigene ratio, 48 h; Potency, µM (titrated, usually from 46.1 µM), without a hit: at the highest dose ratio change, negative = inhibition, most hits filed as inhibitors; AID 1487; 200,000 tested, 0.01% active; active = well fitted inhibition curve with a large enough effect in the signal ratio, with a control signal flat, not every such curve was filed as active; inconclusive = small, poorly fitted or top-dose-only effect, or effect the other way, or a change in a side signal; the % refers to the signal ratio; note: potency is the fitted concentration of half-maximal effect; % is set by controls: 0 for no effect and ±100 for the full control effect
#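 S3 HeLa stable clones carrying a lamin A-EGFP splicing minigene plus DsRed2 were seeded at 600 cells/well in Opti-MEM with 2% FBS, pin-dosed and incubated 48 h at 37°C. Acumen cytometry (488 nm) gave the GFP/RFP total-intensity ratio.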
# GAA inhib: blocks human lysosomal alpha-glucosidase; purified human GAA, 4-MU-alpha-glucoside fluorescence; P10253; 200,000 tested, 0.005% active; AID 1466; Potency, µM (top dose mostly 76.9 µM), for inactives: top-dose activity change, negative = inhibition, most hits filed as inhibitors;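 note: potency is the fitted concentration of half-maximal effect; plate controls were uninhibited enzyme wells for no effect and no-enzyme background for full effect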
#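 Activity normalized between no-enzyme (basal) and enzyme-only wells. Conditions: 4 nM human enzyme, 400 uM fluorogenic substrate, citrate/phosphate pH 5.0 with Tween-20, 20 min room temperature, compounds up to 77 uM.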
# CBFb-RUNX1 inh: inhibitors of human CBF-beta and RUNX1 interaction | Q01196+Q13951 | AlphaScreen CBFb-His/RUNX1-biotin binding, biochemical | Potency, µM (titrated, usually from 59.8 µM), without a hit: at the highest dose activity, negative = inhibition, hits mostly inhibitors | 230,000 tested, under 10 active | AID 1477; note: % of control where 0% means no effect
# Target sequence (Q01196 whole entry, looked up): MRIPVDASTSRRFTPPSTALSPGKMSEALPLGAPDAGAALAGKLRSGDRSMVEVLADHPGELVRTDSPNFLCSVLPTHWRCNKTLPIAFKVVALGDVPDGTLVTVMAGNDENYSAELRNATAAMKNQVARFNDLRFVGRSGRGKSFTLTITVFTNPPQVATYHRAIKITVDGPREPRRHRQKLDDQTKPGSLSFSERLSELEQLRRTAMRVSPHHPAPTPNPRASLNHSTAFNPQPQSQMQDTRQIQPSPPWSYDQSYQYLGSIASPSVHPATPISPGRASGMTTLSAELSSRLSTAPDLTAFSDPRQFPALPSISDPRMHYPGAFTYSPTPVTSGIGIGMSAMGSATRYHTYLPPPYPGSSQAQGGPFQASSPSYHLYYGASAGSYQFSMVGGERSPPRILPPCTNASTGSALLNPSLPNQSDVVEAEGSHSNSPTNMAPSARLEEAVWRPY
# Target sequence (Q13951 whole entry, looked up): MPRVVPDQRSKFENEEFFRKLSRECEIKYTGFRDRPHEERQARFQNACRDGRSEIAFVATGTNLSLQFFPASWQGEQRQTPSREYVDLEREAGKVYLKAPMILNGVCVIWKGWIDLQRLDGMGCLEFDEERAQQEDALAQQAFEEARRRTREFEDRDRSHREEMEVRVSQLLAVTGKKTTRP
#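 Interaction loss through any mechanism counts as activity. Pre-formed complex of His-CBF-beta and biotin-RUNX1 (30 nM apiece) is incubated with compound 15 min, then with 50 ng nickel and 50 ng streptavidin beads for 90 min before AlphaScreen detection.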
# HTT ATP protect: Huntington cell model cytoprotection by ATP luminescence | PC12 HTT-Q103 induced, cytoprotection, ATP luminescence, 40 h | Potency, µM (highest dose often 56.4 µM), inactives show cytoprotection (ATP increase), actives largely listed as activators | 230,000 tested, 0.14% active | AID 1471;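 note: potency is the fitted concentration of half-maximal effect; % of control where 0% means no effect; nearly all actives have a fitted effect of over 45% in size; toxic huntingtin expression switched on by the ecdysone agonist tebufenozide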
#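 Quantitative HTS on tebufenozide-induced (100 nM) PC12 cells expressing HTTQ103 exon 1–GFP; compounds tested as a concentration series; survival measured via cellular ATP.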
# GAA spleen mod: inhibitors or activators of human alpha-glucosidase in spleen homogenate | P10253 | Potency, µM (titrated, usually from 79.9 µM), inactives show at the top dose activity change, negative = inhibition, actives largely listed as inhibitors | human spleen homogenate, 4-MU-alpha-glucoside fluorescence | 240,000 tested, 0.006% active;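 note: potency is the fitted concentration of half-maximal effect; 0% = enzyme with vehicle and -100% = no enzyme basal signal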
#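 Human spleen homogenate (1 ug) with 4-methylumbelliferyl-alpha-D-glucopyranoside (1 mM final) in 50 mM citrate/phosphate pH 5.0, 0.01% Tween-20; 40 min at 37 C. Stopped at pH 10; 4-MU fluorescence Ex 365/Em 440 nm; AC50 by Hill fit.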
# * hit, by the source's call; ? = inconclusive; . = no result given; [ ] = another dose, or the depositor's remark. Unless noted, calls come from the whole dose curve; as a rule, active = well fitted curve in the direction sought with a large enough effect; inconclusive = small, poorly fitted or top-dose-only effect, or another doubt; inactive = no such curve, though single readings can be large; an effect the other way counts as inactive or inconclusive.
# Fields – GAA spleen mod	GAA inhib	GAA glycogen	CBFb-RUNX1 inh	HTT ATP protect	LMNA splice mod	HttQ103 aggreg
(1) NC(=O)CSc1nc2ccccc2n1Cc1ccccc1
    -11%	-6%	7%	7%	.	14%	-10%
(2) CCOC(=O)C1CCN(S(=O)(=O)c2cccc(-c3csc(C)n3)c2)CC1
    -9%	?	-10%	-4%	9%[10 µM]	16%	-8%
(3) O=C(CNc1ccc2ccccc2c1)N/N=C/c1ccc(C(=O)O)cc1
    -15%	0%	21%	9%	.	.	9%
(4) CCOC(=O)C1=C(CSc2nccn2C)NC(=O)NC1c1cc(C)ccc1C (centres undefined)
    -3%	-16%	-17%	-1%	8%	3%	-4%
(5) Cc1cc(N2CCCC2=O)cc(C)c1S(=O)(=O)NCCOc1ccccc1
    -5%	1%	0%	7%	5%[0.074 µM]	?	?
(6) COc1ccccc1C(=O)NCC(=O)OCC(=O)c1ccc2c(c1)-c1ccccc1C2
    -1%	4%	-9%	-12%	2%[1.9 µM]	-19%	20%
(7) Cc1cc(C)c(S(=O)(=O)NCC(=O)NCc2ccco2)c(C)c1
    9%	4%	-10%	1%	-12%	.	-7%
(8) COc1cc2nc(CN(C)Cc3ccc(F)cc3)[nH]c(=O)c2cc1OC
    6%	0%	26%	-3%	19%[10 µM]	-12%[46 µM]	10%
(9) COc1cc2c(cc1OC)[C@H](C)N(CC1C(=O)O[C@@H]3C[C@@]4(C)CCC[C@H](C)[C@@]45OC5[C@H]13)CC2 (some centres undefined)
    11%	.	.	8%	8.9µM*	.	.
(10) Cc1onc(-c2c(Cl)cccc2Cl)c1C(=O)NCCN1CCOCC1
    -6%	-7%	-13%	10%	-7%	0%	-4%
(11) CC(C)C(=O)NNC(=O)CN1CCN(c2nc(-c3ccccc3)cs2)CC1
    -4%	?	5%	29%	-18%[10 µM]	19%[46 µM]	-5%[9.22 µM]
(12) CC1CC(=O)N(CC(=O)Nc2ccc3c(c2)OCCO3)c2ccccc2S1 (centres undefined)
    2%	-1%	-5%	-1%	-10%	-4%	5%
(13) O=S(=O)(c1ccc(NC(=S)Nc2ccc3c(c2)OCO3)cc1)N1CCOCC1
    -13%	0%	8%	-1%	38%[0.074 µM]	5%	-5%
(14) O=C(CSc1nc2ccccc2o1)N1N=C(c2cccs2)CC1c1ccc(F)cc1 (centres undefined)
    -6%	-5%	7%	-6%	.	-16%	-10%
(15) CN1CCN(c2ccc(C(=O)c3ccc(Br)cc3)cc2[N+](=O)[O-])CC1
    -5%	6%	-9%	-21%	-16%	-25%[46 µM]	-4%
(16) S=c1[nH]nc(-c2ccco2)n1/N=C/c1cccc(Cl)c1
    0%	.	-5%	-7%	-9%[10 µM]	.	0%[9.22 µM]
(17) C=CCSc1ccsc1C(=O)O
    -7%	-2%	3%	6%	-7%	10%	2%
(18) O=C(CS(=O)(=O)c1ccccc1)c1ccc2c(c1)OCCO2
    4%	-5%[15.4 µM]	2%	1%	-3%	-12%	4%
(19) CCOC(=O)COc1ccc(C(=O)CC)cc1OC
    2%	8%	10%	9%	-43%	6%[46 µM]	32%
(20) Cn1c(=O)cc(OCCCC(=O)N2CCN(c3ccccn3)CC2)c2ccccc21
    -17%	0%	-16%	8%	6%	-2%	22%
(21) Cc1ccc(NC2CC(=O)N(c3ccc(C)cc3)C2=O)cc1 (centres undefined)
    -23%	-3%	-3%	3%	11%	-8%	8%
(22) CC(C)CCN1CC(C(=O)NCc2ccc(F)cc2)CC1=O (centres undefined)
    -13%	-1%	14%	6%	10%	4%	-18%
(23) CC1=C(C(=O)N2CCOCC2)C(c2ccccc2F)C2=C(CCCC2=O)N1 (centres undefined)
    4%	13%	-1%	4%	6%[10 µM]	-7%	-4%
(24) CCOc1cc2c(cc1OCC)C(c1ccc(OC)cc1)N(c1ccccc1)C(=O)C2 (centres undefined)
    -7%	6%	0%	-6%	9%[10 µM]	-8%	4%
(25) CC(C)CC(c1nnnn1CC1CCCO1)N1CCN(c2nc3ccccc3s2)CC1 (centres undefined)
    1%	1%	10%	6%	-8%[10 µM]	2%	8%
(26) CCOC(=O)c1c(C)oc(NC(=O)CCl)c1C(=O)OCC
    2%	-6%	5%	6%	3%	.	-13%
(27) O=C(Nc1nc2ccccc2s1)C1CCN(S(=O)(=O)c2cc([N+](=O)[O-])ccc2Cl)CC1
    -4%	.	-5%	?	-17%[10 µM]	.	?
(28) CCOc1ccc(-n2cnnn2)cc1S(=O)(=O)Nc1c(C)cccc1C
    -3%	5%	0%	8%	-9%	-1%	-7%
(29) C/C(=N\NC(=O)c1ccc(Cl)cc1)c1ccc(Br)s1
    -1%	0%	3%	0%	-35%	?	-5%
(30) Cc1cc(Oc2ccccc2)nc(SCC(=O)Nc2ccc(Cl)c(Cl)c2)n1
    0%	-14%	-23%	6%	-3%	?	?
(31) CC(=O)c1ccc(N2CCN(C(=O)Nc3cccc(F)c3)CC2)cc1
    -22%	-1%	-5%	-9%	-36%[inhibitor]	6%[46 µM]	6%
(32) CC1=CCC(C(=O)O)C(C(=O)Nc2cccnc2)C1 (centres undefined)
    -4%	-2%	-2%	1%	7%[10 µM]	15%[46 µM]	5%
(33) Cc1cc(C(=O)N2CCN(S(=O)(=O)c3ccccc3F)CC2)c(C)o1
    -4%	1%	-2%	7%	12%	-2%[46 µM]	0%
(34) CCOc1ccccc1C1C2=C(COC2=O)Nc2cc3c(cc21)OCO3 (centres undefined)
    -2%	-2%	?	2%	-195%[inhibitor]	.	-13%
(35) Cc1ccc(C2NC(=O)c3sc(=S)n(-c4ccccc4)c3N2)cc1 (centres undefined)
    -4%	-1%	?	0%	26%[10 µM]	.	19%[9.22 µM]
(36) Cc1ccccc1COC(=O)c1nn(-c2ccccc2)nc1N
    4%	3%	0%	?	-21%	.	-5%
(37) COc1ccc(CC(=O)OCC(=O)Nc2ccc(C(=O)Nc3ccc(OC)cc3)cc2)cc1
    -1%	.	-1%	21%	4%[10 µM]	.	-2%[9.22 µM]
(38) Cn1cc(-c2nnnn2-c2ccccc2)c(=O)c2ccccc21
    4%	0%	-15%	-6%	1%	8%	10%
(39) CC1(C)CC2CC(C)(CN2S(=O)(=O)c2ccc(C(=O)Nc3ccc(Cl)c(S(=O)(=O)N4CCOCC4)c3)cc2)C1 (centres undefined)
    4%	?	-5%	0%	-21%	-2%	-5%
(40) CS(=O)(=O)N(Cc1ccccc1)c1ccccc1C(=O)N1CCN(c2ccccc2)CC1
    -6%	-2%	4%	-7%	12%	?	17%
(41) COC(=O)c1cc(OC)c(OC)cc1NC(=O)C(C)c1ccc([N+](=O)[O-])cc1 (centres undefined)
    -2%	2%	12%	-10%	-6%[10 µM]	-9%	-2%
(42) CC(=O)Nc1ccc(S(=O)(=O)N[C@@H](C)C(=O)OCc2ccc(Cl)cc2)cc1
    0%	4%	-3%	-12%	18%[10 µM]	-9%	0%
(43) Cc1ccc(C)c(NC(=O)c2nc(Cl)ccc2Cl)c1
    -15%	2%	3%	9%	3%[10 µM]	-20%[46 µM]	14%
(44) COc1ccc(OC)c(NC(=O)CN(c2ccc(OC)c(Cl)c2)S(C)(=O)=O)c1
    8%	-4%	-7%	3%	-31%	?	19%
(45) NS(=O)(=O)c1ccc(NC(=O)CN2CCc3ccccc32)cc1
    -16%	.	-14%	5%	26%[10 µM]	.	-9%[9.22 µM]
(46) O=C(COC(=O)Cc1cccs1)Nc1ccc(F)c(F)c1F
    -16%	-7%	4%	6%	2%	5%	12%
(47) Cc1cc(-c2[nH]nc3c2C(c2ccsc2)C(C#N)=C(N)O3)c(C)s1 (centres undefined)
    -17%	-5%	-17%	2%	-9%[0.074 µM]	-8%	4%
(48) CN(C)C(=S)NC1(C)CCS(=O)(=O)C1 (centres undefined)
    -7%	-3%	1%	2%	-20%	?	5%
(49) COc1cccc(OCCNc2cc(N3CCOCC3)ccc2[N+](=O)[O-])c1
    -10%	-2%	3%	?	-4%[10 µM]	?	-25%
(50) O=C(Nc1ccc(F)c(Cl)c1)c1ccc2c(=O)n3c(nc2c1)CCCCC3
    -5%	8%	-4%	5%	-10%	?	-32%
(51) CC(=O)Nc1ccc(NC(=O)Cn2c(CC(=O)N3CCCC3)nc3ccccc32)cc1
    -3%	-5%	-10%	3%	-15%[10 µM]	0%	17%[9.22 µM]
(52) CCc1ccc(-c2nn(-c3ccccc3)cc2C2SCC(=O)N2Cc2ccco2)cc1 (centres undefined)
    -4%	-4%	-2%	-6%	-28%	?	-2%[9.22 µM]

# By substructure: those above containing fluorine
# Fields – GAA spleen mod	GAA inhib	GAA glycogen	CBFb-RUNX1 inh	HTT ATP protect	LMNA splice mod	HttQ103 aggreg
(8) COc1cc2nc(CN(C)Cc3ccc(F)cc3)[nH]c(=O)c2cc1OC
    6%	0%	26%	-3%	19%[10 µM]	-12%[46 µM]	10%
(14) O=C(CSc1nc2ccccc2o1)N1N=C(c2cccs2)CC1c1ccc(F)cc1 (centres undefined)
    -6%	-5%	7%	-6%	.	-16%	-10%
(22) CC(C)CCN1CC(C(=O)NCc2ccc(F)cc2)CC1=O (centres undefined)
    -13%	-1%	14%	6%	10%	4%	-18%
(23) CC1=C(C(=O)N2CCOCC2)C(c2ccccc2F)C2=C(CCCC2=O)N1 (centres undefined)
    4%	13%	-1%	4%	6%[10 µM]	-7%	-4%
(31) CC(=O)c1ccc(N2CCN(C(=O)Nc3cccc(F)c3)CC2)cc1
    -22%	-1%	-5%	-9%	-36%[inhibitor]	6%[46 µM]	6%
(33) Cc1cc(C(=O)N2CCN(S(=O)(=O)c3ccccc3F)CC2)c(C)o1
    -4%	1%	-2%	7%	12%	-2%[46 µM]	0%
(46) O=C(COC(=O)Cc1cccs1)Nc1ccc(F)c(F)c1F
    -16%	-7%	4%	6%	2%	5%	12%
(50) O=C(Nc1ccc(F)c(Cl)c1)c1ccc2c(=O)n3c(nc2c1)CCCCC3
    -5%	8%	-4%	5%	-10%	?	-32%
